MC4R antagonist: antagonists of human melanocortin 4 receptor (MC4R); P32245; 0.48% of 360,000 active; inhibition, % at 6.5 µM; MC4R-expressing cells, MTII-stimulated cAMP, LANCE TR-FRET;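 active = inhibition above its plate's cutoff, the mean of tested wells on that plate plus 3 SD, cut at about 29% in these data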;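 also: 0% = Melanotan II alone and 100% = Melanotan II plus saturating MCL0020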
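Assay system: U2OS cells stably expressing human melanocortin 4 receptor (MC4R) / Dosing: 6.5 µM / Timing: compound 30 min, challenge 1 h, detection 1 h / Measured by: Eu-cAMP/anti-cAMP TR-FRET, emission 671 nm / Replicates: singlicate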
ABHD5-PLIN5 inh: inhibitors of human ABHD5-perilipin-5 interaction | Split G. princeps luciferase complementation, luminescence, 4 h | inhibition, % at 4 µM | 0.78% of 360,000 active | Q00G26+Q8WTS1;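 active = inhibition above the mean inhibition across every tested compound plus 3 SD, cut at about 22% in these data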;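 also: 0% = DMSO only wells and the 100% control is not disclosed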
Target sequence (Q00G26 whole entry, looked up): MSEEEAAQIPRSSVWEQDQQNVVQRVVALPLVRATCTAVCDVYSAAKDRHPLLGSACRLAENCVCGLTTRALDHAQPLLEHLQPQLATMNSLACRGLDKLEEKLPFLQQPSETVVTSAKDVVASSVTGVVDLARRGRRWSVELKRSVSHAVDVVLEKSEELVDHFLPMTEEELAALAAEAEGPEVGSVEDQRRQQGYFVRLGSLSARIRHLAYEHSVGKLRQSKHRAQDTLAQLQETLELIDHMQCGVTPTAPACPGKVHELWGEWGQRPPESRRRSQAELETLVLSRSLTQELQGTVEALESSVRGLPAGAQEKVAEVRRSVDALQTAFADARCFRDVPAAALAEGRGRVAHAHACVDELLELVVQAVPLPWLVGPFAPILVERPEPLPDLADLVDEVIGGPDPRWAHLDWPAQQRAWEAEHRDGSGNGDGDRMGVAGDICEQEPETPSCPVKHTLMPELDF
Target sequence (Q8WTS1 whole entry, looked up): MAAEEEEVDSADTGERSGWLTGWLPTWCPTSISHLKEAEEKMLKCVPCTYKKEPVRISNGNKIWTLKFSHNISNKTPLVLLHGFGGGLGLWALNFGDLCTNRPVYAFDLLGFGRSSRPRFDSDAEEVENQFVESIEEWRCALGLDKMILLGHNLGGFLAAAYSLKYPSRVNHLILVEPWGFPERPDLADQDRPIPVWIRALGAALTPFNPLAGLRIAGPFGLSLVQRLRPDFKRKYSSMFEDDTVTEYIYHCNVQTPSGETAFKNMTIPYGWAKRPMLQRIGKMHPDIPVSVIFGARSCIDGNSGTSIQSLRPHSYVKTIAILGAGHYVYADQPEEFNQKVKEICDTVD
aDG glyco act: increases alpha dystroglycan glycosylation. Pro5-aDG cells, alpha-DG glycosylation AlphaScreen (IIH6); 0% Pro5, 100% B10-LARGE cell signal. activation, % at 10 µM. 0.22% of 360,000 active. AID 624168;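 active = activation of at least 8% versus controls, or a plate z-score of at least 8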;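 also: Pro5 are CHO cells carrying HIG-tagged alpha-DG that lacks glycosylation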
Granule exo inh: blocks lytic granule exocytosis; TALL-104 LAMP-1 surface exposure, flow cytometry; cells stimulated with thapsigargin and PMA; inhibition, % at 10 µM; 0.66% of 360,000 active;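 active = inhibition above about 55%, limit read from the data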
MC4R barr agon: agonists of human melanocortin 4 receptor (MC4R) beta-arrestin; U2OS MC4R beta-arrestin complementation, luminescence; percent of melanotan II response, DMSO zero; P32245; AID 540308; activation, % at 8.9 µM; 0.98% of 360,000 active;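 active = activation above a per-plate cutoff, the mean activation of sample wells on that plate plus 3 SD, cut at about 8% in these data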
ABCB6 inh 2: human ABCB6 transporter inhibition. Q9NP58. K562-ABCB6 porphyrin accumulation, flow cytometry, 1 h; hits give low values. fluorescence ratio to DMSO, % at 10 µM. 0.19% of 360,000 active. AID 602162;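 active = fluorescence ratio to DMSO below 75%, the collection mean minus 3 SD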;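 also: signal is porphyrin accumulated inside mitochondria; 100% equals median channel fluorescence of DMSO control wells; lower ratio means ABCB6 inhibition with less porphyrin fluorescence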
N-glyco inh: blocks N-linked glycosylation in D54 reporter cells; D54 ERlucT glycosylation luciferase reporter, 24 h; percent of 100 nM tunicamycin response; reporter increase, % at 12.5 µM; 0.23% of 360,000 active;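 active = mean luciferase reporter signal, scaled so untreated is 0 and the glycosylation-blocking control 100, at or above a set limit in every replicate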;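 also: luciferase carries N-glycosylation sites so blocking glycosylation raises the light; 0% = median of neutral control wells and 100% = median of 100 nM tunicamycin wells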
TLR9-MyD88 block: inhibitors of human TLR9-MyD88 binding; CHO BLA complementation TLR9-MyD88, CCF4 FRET ratio; inhibition, % at 4.98 µM; 0.21% of 340,000 active; AID 504734;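 active = inhibition above the mean over all tested compounds plus 3 SD, cut at about 21% in these data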;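 also: 0% = DMSO only wells and 100% = clavulanate BLA inhibitor control wells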
Vif imaging: HIV Vif inhibition. 0.35% of 340,000 active. HEK293T cells, Vif self-association by quenched fluorescence, imaging, 24 h. AID 602346. inhibition, % at 7.49 µM; in the data active = inhibition above about 50%, passing the limit was not always enough; also: some results filed as inactive read as strong as hits
NOD2-RIPK2 inh: NOD2-RIPK2 protein interaction inhibition. O43353. inhibition, % at 4.98 µM. AID 624267. 0.38% of 360,000 active. CHO BLA complementation NOD2-RIPK2, CCF4 ratio; in the data active = inhibition above about 21%;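 also: 0% = vehicle only and 100% = reference blocker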
Active calls of the source: *; nt = no result given. These rows are one share of the data (hit frequency here may not be typical).

cpd	canonical_smiles	MC4R antagonist	ABHD5-PLIN5 inh	aDG glyco act	Granule exo inh	MC4R barr agon	ABCB6 inh 2	N-glyco inh	TLR9-MyD88 block	Vif imaging	NOD2-RIPK2 inh
1	Cc1nn(CC(=O)N2CCN(c3cccc(C(F)(F)F)c3)CC2)c(=O)c2cccn12	13	-2	0.0	-6	-0.1	96	-5	-2	-1	8
2	O=[N+]([O-])c1cc([N+](=O)[O-])c2n[nH]c(-c3ccccc3)c2c1	-1	-7	1.2	0	-1.6	94	2	nt	-2	-15
3	Cc1cccc(NS(=O)(=O)c2ccc(-c3cnc(C4CC4)o3)cc2)c1	-13	-11	0.4	17	-2.6	86	7	-7	-11	10
4	CN(Cc1ccccc1)C(=O)CN1CCN(S(=O)(=O)c2ccccc2F)CC1	0	-9	-0.2	-8	1.8	93	0	-10	11	-3
5	CC(C)OC(=O)/C(=C/c1ccco1)c1ccccc1	12	10	0.1	14	0.6	101	0	-12	0	-9
6	CCCCCCCCN1CC(Cc2cc3ccccc3c3ccccc23)N(c2ccccc2)c2ccccc2C1=O (configuration not stated)	nt	-8	0.1	-8	nt	nt	nt	nt	nt	-7
7	COc1ccc(C(=O)N2CCCC(C(=O)O)C2)c2ccccc12 (configuration not stated)	24	-2	-0.3	-15	0.0	101	1	-10	2	0
8	CCCCc1cc(=O)oc2cc(C)cc(OCC(=O)Nc3cccnc3)c12	1	13	0.2	-31	8.7*	100	2	-3	24	-11
9	Cc1noc(C)c1COc1ccc(C(=O)NCCOc2ccccc2)cc1	3	1	-0.1	-7	-3.2	93	0	4	1	-9
10	CC1(C)OC(=O)C2=C(C[C@@H](CCOCc3ccccc3)O[C@H]2c2ccc(F)cc2)O1	nt	5	-0.2	-4	nt	92	-2	nt	nt	9
11	O=C(CSc1nnc(CNC(=O)c2ccc(F)cc2)o1)Nc1ccc2c(c1)OCCO2	18	-4	-0.2	2	-1.1	94	-2	4	-4	-6
12	Cc1ccccc1OCCC(=O)Nc1c(C)n(C)n(-c2ccccc2)c1=O	1	-2	-0.3	3	-1.6	95	0	6	0	1
13	COc1cc(NC(=S)N2CCN(S(=O)(=O)c3ccc(F)cc3)CC2)cc(OC)c1	8	-14	14*	8	-0.4	104	-1	-1	11	-9
14	CCOc1cccc(NC(=O)CC#N)c1	16	2	0.2	0	0.7	94	0	-13	nt	-3
15	COc1ccc(CCNC(=O)CCNC(=O)c2ccco2)cc1	12	-10	-0.1	-13	-1.9	91	1	-12	-9	-3
16	CC(=O)n1cc(N(C(=O)CCl)c2ccccc2)c2ccccc21	22	4	-0.2	-7	17*	93	-4	6	1	16
17	CCn1c(=O)cc(SCC(=O)NCCCN2CCC(C)CC2)c2ccccc21	0	-2	-0.2	0	-1.9	95	8	5	0	-7
18	CN1CCN(S(=O)(=O)c2ccc(N3CCN(c4ccccc4Cl)CC3)nc2)CC1	-3	3	0.2	-1	-1.2	100	1	-2	3	-5
19	Cn1nc(-c2ccc(C(=O)N3CCN(CCO)CC3)cc2)c2ccccc2c1=O	-3	-2	1.0	8	-0.3	72*	2	-1	-4	3
20	O=C(CNc1ccccc1F)Nc1cc(S(=O)(=O)N2CCCCC2)ccc1Cl	2	6	0.1	-1	-1.5	98	-4	9	0	4
21	C#CCN(C[C@@H]1[C@@H](OC(=O)Nc2c(C)noc2C)[C@@H](OC(=O)Nc2c(C)noc2C)Cn2c(=O)n(CCCCCC)c(=O)n21)S(=O)(=O)c1ccc(C)cc1	4	-5	-0.4	8	1.7	98	4	-7	-2	-5
22	CS(=O)(=O)c1ccc(C(=O)Nc2cc(-c3ccccc3)nn2-c2ccccc2)cc1	11	0	-0.2	-15	-0.1	95	-3	7	-6	-5
23	COc1cc2c(cc1OC)CN(C(=O)CSc1nc(N)c(C#N)cc1C#N)CC2	-1	-11	-0.3	-2	1.9	103	-2	-1	20	9
24	CC1CCN(Cc2csc(N)n2)CC1	7	6	0.1	7	1.8	101	-1	-11	2	-3
25	Cc1ccccc1-n1c(-c2csc3ccccc23)n[nH]c1=S	23	-12	0.2	0	0.5	101	2	-12	4	-1
26	CNC(=O)c1ccc(Nc2nnc(-c3ccc(C)c(S(N)(=O)=O)c3)c3ccccc23)cc1	-6	-4	-0.2	19	-1.5	92	-1	-5	-9	3
27	COc1ccc(-n2c(=S)[nH]c3cc(C(=O)N4CCN(c5ccccc5)CC4)ccc3c2=O)cc1	8	1	0.1	3	-0.8	89	1	-8	15	0
28	Cc1cc(C)c2nc(/N=C(\N)NC(=O)c3ccccc3)nc(C)c2c1	-4	3	0.1	-13	-2.1	90	9	0	9	-14
29	COc1ccc(N2C(=O)CC(N3CCN(c4ccccc4OC)CC3)C2=O)cc1 (configuration not stated)	11	7	0.1	-2	2.9	101	1	-4	17	-4
30	Cc1cc(C)cc(C(=O)NCC(=O)N2CCC(C(N)=O)CC2)c1	3	3	0.4	1	0.3	94	4	-4	4	-6
31	COc1cccc(CN(CC(=O)NCc2ccccc2)S(=O)(=O)CCl)c1	7	0	0.0	22	-0.7	97	-3	-2	nt	-4
32	COc1ccc(C2=CSC3=NCCN23)cc1F	2	4	0.7	3	-1.6	95	0	14	0	0
33	COc1cccc(CNC(=O)C2CCN(c3nnc(N4CCCC4=O)s3)CC2)c1	2	-3	-0.1	2	-0.9	85	3	11	1	-12
34	CCN1C[C@@H]2[C@@H]3C(=O)N(C)C(=O)[C@@H]3[C@](C)(C1=O)N2C(=O)c1ccc(F)cc1	11	-1	-0.1	2	0.8	100	3	-19	4	-2
35	CN(C)c1nnnn1-c1ccc(Oc2ccccc2)cc1	21	2	0.5	1	-2.7	97	-2	-5	0	3
36	Cc1c(Cl)cccc1NCC(=O)Nc1ccc(Cl)cc1F	-4	-9	-0.1	4	2.7	95	1	-39	0	-9
37	CCCCNCc1cc(Br)c(OCC(=O)NCc2ccccc2)c(OC)c1	9	3	-0.1	2	0.9	101	-4	2	-2	-9
38	CC(OC(=O)Cc1ccc(Cl)cc1)C(=O)NCCC1=CCCCC1 (configuration not stated)	15	-3	-0.1	-2	2.5	102	1	-1	2	-5
39	CN(C)CCOC(=O)c1ccc2c(c1)S(=O)(=O)c1ccccc1C2=O	-6	3	0.0	-2	-0.6	92	-2	-2	1	0
40	COc1ccc(C(=O)NC(=S)Nc2ccc(Cl)c(C(=O)O)c2)cc1	30*	0	0.0	-1	-0.3	94	1	-3	0	-10
41	O=C1CCN(Cc2ccc(O)cc2)CCN1[C@H](CO)Cc1ccccc1	0	4	0.3	2	0.3	94	0	1	54*	-9
42	CCN(CC)S(=O)(=O)c1cccc(C(=O)NC(C)C(c2cccs2)N2CCCC2)c1 (configuration not stated)	13	8	0.0	0	1.1	97	-2	1	-16	-6
43	COC(=O)Nc1nc(Sc2ncc(C(F)(F)F)cc2Cl)n[nH]1	21	-7	-0.3	0	-1.4	98	5	-5	-4	-20
44	O=C(CCc1ccc(S(=O)(=O)N2CCOCC2)cc1)N1CCCC1	6	7	0.0	-1	-2.5	104	2	2	0	-4
45	Cc1ccc(S(=O)(=O)/N=C(/NC(=S)Nc2c(C)n(C)n(-c3ccccc3)c2=O)c2ccccc2)cc1	-6	5	0.1	-3	0.9	96	0	-3	-1	0
46	CC(=O)NC(CC(C)C)C(=O)NC(CO)C(=O)NC(CCC(=O)O)C(=O)NC(C)C(=O)NC(CC(C)C)C(N)=O (configuration not stated)	-1	0	-0.1	1	-0.5	101	3	3	13	-8
47	C/C(=N\NS(C)(=O)=O)c1ccccc1	5	0	0.0	-1	0.2	101	0	-13	-6	-12
48	O=C1c2ccccc2C(=O)N1CCCCN(C(=O)c1cc2ccccc2oc1=O)c1ccc(Cl)cc1	-7	-1	-0.2	-1	-2.2	82	2	-6	2	-11
49	CC(=O)CCN1CCOCC1	3	0	0.7	9	-1.4	93	0	4	5	0
50	COc1ccc(N2CCN(C(=O)c3oc4ccccc4c3C)CC2)cc1	4	-6	0.0	3	1.2	97	1	-1	0	-6
51	O=C(CN1CCN(Cc2ccccc2)CC1)Nc1ccc2c(c1)CCC2	-3	8	0.0	-1	3.7	97	2	2	1	8
52	COc1cc(O)oc1C=Nc1ccc(Oc2ccccc2)cc1	-1	-1	-0.2	-2	-2.7	98	0	0	-4	2
53	CC(=O)c1sc2nc(C)c3c(c2c1N)CCCC3	-9	-2	-0.1	62*	-2.1	98	-4	nt	-6	-3
54	Cc1c(C(=O)N2CCOCC2)oc2ccc(S(=O)(=O)N3CCCCCC3)cc12	1	-3	0.2	-1	-0.9	97	0	6	6	-4
55	COc1ccc(C(=O)N/C(=C\c2ccc(OC)c(OC)c2)C(=O)N2CCCCC2)cc1	4	2	-0.1	2	-2.3	103	0	1	5	-1
56	COc1ccc(C(=O)NCCCOc2cccc(NC(C)=O)c2)cc1	-5	7	0.0	-2	-0.5	91	-2	-5	-12	-6
57	CC(C)c1cc(C(=O)N2CCCC(C(=O)c3ccc4ccccc4c3)C2)on1 (configuration not stated)	19	-2	1.0	-5	-0.8	89	1	-1	-1	-7
58	CCOC(=O)C1CCCN1C(=O)C1(NC(C)=O)CCCC1 (configuration not stated)	-1	0	-0.1	0	0.1	100	2	0	44	-9
